USP2a inh: USP2a (human) protease inhibition. Potency, µM (top dose mostly 38.3 µM), for the others: top-dose activity change, negative = inhibition, hits mostly inhibitors. O75604. 330,000 tested, 0.01% active. USP2 core, Ub-CHOP2 coupled fluorogenic reporter, 485/531. AID 463254;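 further: potency means the concentration at half of the fitted maximal effect; plate controls were DMSO wells for no effect and full inhibition by NEM control for full effect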
Target sequence (O75604 whole entry, looked up): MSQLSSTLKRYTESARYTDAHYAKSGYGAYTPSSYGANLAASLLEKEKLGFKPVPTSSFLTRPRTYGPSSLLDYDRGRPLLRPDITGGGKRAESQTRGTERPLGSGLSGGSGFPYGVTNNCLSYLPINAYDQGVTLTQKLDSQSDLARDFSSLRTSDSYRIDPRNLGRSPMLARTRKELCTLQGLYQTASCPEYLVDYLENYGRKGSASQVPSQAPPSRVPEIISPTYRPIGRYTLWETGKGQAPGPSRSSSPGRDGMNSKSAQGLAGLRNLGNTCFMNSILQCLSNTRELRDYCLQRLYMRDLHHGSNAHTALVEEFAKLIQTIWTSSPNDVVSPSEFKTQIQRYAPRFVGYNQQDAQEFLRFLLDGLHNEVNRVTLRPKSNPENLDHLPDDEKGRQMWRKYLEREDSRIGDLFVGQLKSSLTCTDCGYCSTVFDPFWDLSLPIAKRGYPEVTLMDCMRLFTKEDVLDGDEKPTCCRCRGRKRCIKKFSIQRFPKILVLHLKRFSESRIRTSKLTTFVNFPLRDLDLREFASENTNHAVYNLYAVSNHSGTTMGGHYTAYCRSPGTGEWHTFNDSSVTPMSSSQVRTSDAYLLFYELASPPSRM
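Deubiquitinase activity read as fluorescence (485/531 nm) after Ub-CHOP2 cleavage activates the enterokinase reporter on its substrate; USP2 core 10nM, Ub-CHOP2 and substrate 25nM each, 30min compound preincubation then 60min RT; data normalized to NEM, curves fitted.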
uPA generation: cell surface uPA generation inhibition. AID 540303. cell surface uPA generation assay, qHTS. Potency, µM (doses to about 38.3 µM), for the others: at the top dose activity change, negative = inhibition, most hits filed as inhibitors. 330,000 tested, 0.31% active; active means well fitted inhibition curve with a large enough effect; inconclusive means small, poorly fitted or top-dose-only effect; inactive means no such curve, though single readings can be large or run the other way; tested in mouse RAW 264.7 cells; further: potency means the concentration at half of the fitted maximal effect; on the % scale 0 is the no-effect control and ±100 the full control effect; nearly all actives have a fitted effect of over 55% in size
Integrin act MD: activates integrin-mediated alleviation for muscular dystrophy | alpha7betagal myoblasts, beta-gal FDG fluorescence, 48 h | Potency, µM (doses to about 38.3 µM), for inactives: at the highest dose activation, actives largely listed as activators | 350,000 tested, 0.064% active;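 further: potency means the concentration at half of the fitted maximal effect; 100% = response of the positive control SU9516; nearly all actives have a fitted effect of over 60% in size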
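Alpha7betagal+/- myoblasts (passage 13) were plated 16-24 hr, then exposed to compounds (1:260 dilution of DMSO stock) for 48 hours at 37C. After MPER lysis, β-galactosidase reporter activity was read as FDG fluorescence (ex 480/em 540) after 30 minutes.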
ASM inhibitor: blocks human secretory acid sphingomyelinase. P17405. placental ASM, HMU-PC fluorogenic substrate, 60 min. Potency, µM (doses to about 57.5 µM), inactives show at the highest dose activity change, negative = inhibition, actives largely listed as inhibitors. 340,000 tested, 0.006% active; further: potency means the concentration at half of the fitted maximal effect
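Fluorescence read-out (Ex 386 nm, Em 447 nm) after stopping the reaction at pH 10. Enzyme: ASM from human placenta; substrate HMU-PC0, 9 uM final; 60 min, 37 °C. Compound preincubation 10 min, ambient temperature.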
PTAP TSG101 blk: blocks PTAP/TSG101 interaction to inhibit HIV-1 budding; Q99816; Potency, µM (top dose mostly 115 µM), without a hit: at the top dose activity change, negative = inhibition, most hits filed as inhibitors; 340,000 tested, under 10 active; Fluorescence polarization, FITC-PTAP peptide / Tsg101 binding; active means well fitted inhibition curve with a large enough effect in the main read-out, with a control signal flat, not every such curve was filed as active; inconclusive means small, poorly fitted or top-dose-only effect, or effect the other way, or a change in a side signal; inactive means no such curve, though single readings can be large or run the other way; further: potency means the concentration at half of the fitted maximal effect; % of control where 0% means no effect
Target sequence (Q99816 whole entry, looked up): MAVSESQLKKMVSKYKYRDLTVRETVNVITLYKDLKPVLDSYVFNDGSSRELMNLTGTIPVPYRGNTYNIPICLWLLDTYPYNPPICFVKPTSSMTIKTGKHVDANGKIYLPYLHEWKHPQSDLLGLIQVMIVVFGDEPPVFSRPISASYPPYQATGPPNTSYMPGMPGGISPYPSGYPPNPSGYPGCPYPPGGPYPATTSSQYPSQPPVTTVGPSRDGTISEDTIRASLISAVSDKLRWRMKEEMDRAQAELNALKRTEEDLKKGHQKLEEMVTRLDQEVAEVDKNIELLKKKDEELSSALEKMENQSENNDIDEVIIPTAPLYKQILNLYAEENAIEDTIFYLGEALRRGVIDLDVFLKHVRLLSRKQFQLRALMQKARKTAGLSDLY
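Fluorescence anisotropy tracks displacement of a FITC-tagged PTAP peptide (50 nM) from the Tsg101 binding domain (10 uM), following a 20 min room-temperature incubation at pH 7.5.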
TRPV1 agonist: agonists of human vanilloid receptor 1 (TRPV1); TRPV1-expressing cells, Fluo-8 calcium influx, agonist mode; AID 540275; 320,000 tested, 0.19% active; activation, % at 8.33 µM; Q8NER1; in the data active means activation above about 80%; inconclusive means between about 30% and that limit; further: 0% is about no effect
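Cells expressing TRPV1 were dye-loaded with Fluo-8 and read kinetically: 10 s baseline, 3 min after compound (agonist portion), then 2 min after EC20 capsaicin (allosteric enhancer portion). Calcium-bound dye fluorescence at 480/520 nm.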
ELG1 genotoxic: genotoxicity induction in ELG1-luciferase HEK293T cells | HEK293T ELG1-luciferase reporter, luminescence, 16 h | Potency, µM (titrated, usually from 46 µM), inactives show at the highest dose activity change, positive = activation, hits mostly activators | 330,000 tested, 1.3% active | AID 504466; further: potency means the concentration at half of the fitted maximal effect; % of control where 0% means no effect; nearly all actives have a fitted effect of over 60% in size
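HEK293T cells expressing luciferase-tagged ELG1 were exposed to compound or DMSO vehicle for 16 hr at 37 °C and 5% CO2. Luciferase activity was then measured with ONE-Glo after 30 min at room temperature.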
B2AR arrestin: agonists driving beta-arrestin recruitment to human beta2-adrenergic receptor; Potency, µM (series often up to 46.1 µM), for the others: top-dose activation, hits mostly activators; beta-arrestin recruitment to beta2AR, cell-based reporter; 330,000 tested, 0.02% active;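 further: potency means the concentration at half of the fitted maximal effect; 0% = DMSO controls and full agonism = EC100 isoproterenol or metaproterenol; nearly all actives have a fitted effect of over 65% in size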
BRCA1 expr act: increases BRCA1 expression. Potency, µM (titrated, usually from 46.1 µM), for inactives: at the top dose activation, most hits filed as activators. MCF7-BRCA1-FFLuc reporter, luminescence, 48 h; response scale: scaled: vehicle 0%, 10 µM genistein 100%. 380,000 tested, 1.1% active. AID 624202; further: potency means the concentration at half of the fitted maximal effect; nearly all actives have a fitted effect of over 80% in size; some results filed as inactive show a strong effect at the top dose
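Luminescence from a BRCA1-driven firefly luciferase in MCF7 cells was the read-out, taken 15 min after substrate addition following 48 h compound exposure at 37 °C. Data were normalized to a 10 microM genistein control and DMSO vehicle.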
Eya2 inh: Eya2 (human) phosphatase inhibition. O00167. recombinant Eya2, OMFP fluorescence dephosphorylation (OMFP is methylfluorescein phosphate). Potency, µM (highest dose often 76.9 µM), without a hit: top-dose activity, negative = inhibition, usual class: inhibitors. 330,000 tested, 0.006% active. AID 488837; further: potency means the concentration at half of the fitted maximal effect; on the % scale 0 is the no-effect control and ±100 the full control effect
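Eya2 protein (added as 0.2 uM solution) was preincubated with compound for 10 min at ambient temperature in 50 mM HEPES pH 7.5, 50 mM NaCl, 5 uM MgCl2, 0.05% BSA, 1 mM DTT. OMFP (added at 50 uM) then reacted 10 min; fluorescence read at 485/525 nm.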
p53 reactivator: restores transcriptional activity of mutant p53. H1299 p53-A138V BP100-luciferase reporter, luminescence, 24 h. Potency, µM (titrated, usually from 92.2 µM), inactives show at the top dose activity change, positive = activation, usual class: activators. 320,000 tested, 0.063% active. AID 504706; further: potency means the concentration at half of the fitted maximal effect; % of control where 0% means no effect; nearly all actives have a fitted effect of over 45% in size
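H1299 (p53-null), stable ts p53-A138V + BP100-Luc; 1000 cells/well, Opti-MEM/10% FBS; cpd 4 pt, 1:5; 24 h, 37 deg C, 5% CO2; detection reagent 10 min RT; luminescence.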
* hit, by the source's call; ? = inconclusive; / = no result given; [ ] = remark or other dose. Unless noted, the call rests on the fitted dose curve; in most records, active means well fitted curve in the direction sought with a large enough effect; inconclusive means small, poorly fitted or top-dose-only effect, or another doubt; inactive means no such curve, though single readings can be large; an effect the other way counts as inactive or inconclusive. No enrichment for hits, and some 2.6% of all compounds hit somewhere here.

cpd	SMILES	ASM inhibitor	Eya2 inh	BRCA1 expr act	B2AR arrestin	Integrin act MD	p53 reactivator	uPA generation	ELG1 genotoxic	TRPV1 agonist	USP2a inh	PTAP TSG101 blk
1	C[C@H]1CN([C@@H](C)CO)C(=O)Cc2cc(NC(=O)Cc3ccccc3)ccc2O[C@H]1CN(C)S(=O)(=O)c1cccs1	-11%	-9%	-24%	-0.2%	1%	-8%	-1%	1%	/	4%	-4%
2	O=C(NNC(=O)c1cc2cc(Br)ccc2oc1=O)c1ccc(O)cc1O	-5%	?	-68%	0.0%	-38%	1%	6%	-1%	10	-1%	-1%
3	COc1ccc(S(=O)(=O)N2CCC(C(=O)NCCC3=CCCCC3)CC2)cc1OC	4%	-2%	-3%	-0.5%	-42%	-19%	-5%	1%	?	1%	-8%
4	Cc1ccc(/C=C2\SC(=S)N(CCCC(=O)NC3CCCC3)C2=O)cc1	-1%	-1%	-81%	-0.3%	9%	-26%	-3%	-15%	-7	0%	1%
5	Cc1nn(Cc2ccccc2)c(Cl)c1C(=O)NCCc1ccc(Cl)cc1	0%	3%	0%	-0.8%	13%	18%	3%	-4%	?	1%	-13%
6	Cc1cc(NC(=O)CSCC(=O)Nc2ccccc2N2CCCCC2)no1	0%	16%	-12%	-4.0%	10%	3%	3%	-1%	-6	3%	-2%
7	COc1cccc(N2CCN(C(=O)CCc3nnc4ccc(N5CCOCC5)nn34)CC2)c1	0%	6%	7%	0.4%	18%	-7%	8%	-2%	4	-1%	1%
8	Fc1cccc(Cl)c1CNCCCSc1ncccn1	5%	6%	4%	-1.6%	-11%	8%	2%	0%	-3	-1%	0%
9	O=C(COc1ccc(OCc2ccccc2)cc1)NN=C1CCCC1	2%	1%	-8%	0.0%	1%	1%	2%	14%	?	4%	-3%
10	Cn1cccc1CNCc1ccc(F)cc1	6%	2%	-13%	0.1%	-3%	7%	5%	0%	-2	3%	0%
11	COc1ccc(N/N=C(/C(C)=O)N2CCCc3ccccc32)cc1	-16%	2%	-46%	-0.1%	-13%	1%	-9%	1%	13	-2%	-1%
12	CC(NC(=O)CN(C)S(=O)(=O)c1ccc(Br)s1)c1ccccc1 (stereo not given)	13%	1%	16%	-0.8%	-2%	-1%	3%	-7%	14	0%	2%
13	CCOCc1nnc(NS(C)(=O)=O)s1	3%	-29%	6%	0.3%	2%	-3%	/	-3%	-3	-3%	-2%
14	O=C(CSc1nc2ccccc2o1)NCc1n[nH]c(=O)c2ccccc12	-2%	9%	-10%	-0.7%	-37%	5%	7%	0%	3	2%	-1%
15	NCCCNC(=O)Cn1c(=O)c2c3c(sc2n(Cc2ccccc2)c1=O)CCCC3	-1%	3%	-1%	0.4%	-44%	-3%	-2%	0%	-4	-2%	-5%
16	CCOC(=O)[C@H]1[C@H]2COc3ccccc3[C@@H]2N2C(=O)c3cc(OC)c(OC)cc3NC(=O)[C@@]12C	8%	12%	0%	0.4%	-10%	-5%	3%	10%	-5	0%	-6%
17	O=C(CN(CCCN1CCOCC1)C(=O)Cn1nnc(-c2ccc(F)cc2)n1)NC1CCCCC1	1%	-4%	-19%	-0.5%	-9%	-3%	/	-1%	-4	2%	-6%
18	O=[N+]([O-])C(/C=C(/Cl)[N+](=O)[O-])=C(N1CCCCC1)N1CCCCC1	2%	2%	-17%	-0.8%	-41%	5%	-8%	-1%	2	1%	3%
19	O=C(Nc1ccccc1)c1ccccc1CSc1ccccc1	-5%	-6%	4%	-0.6%	15%	4%	-29%	0%	24	0%	1%
20	Cc1ccc(NC(=O)Nc2ccccc2)cc1[N+](=O)[O-]	0%	0%	?	-0.8%	?	?	2%	-1%	14	0%	-3%
21	C=C(c1ccccc1)c1ccc(N(C)C)cc1	-3%	4%	11%	-0.9%	3%	6%	2%	4%	9	0%	-2%
22	CC(C)c1nc(CNC(=O)CC2C(=O)NCCN2Cc2ccc(F)cc2Cl)cs1 (stereo not given)	9%	10%	4%	-0.4%	-19%	-5%	3%	1%	4	0%	-6%
23	COc1ccc(OCCCNCCc2ccccc2)cc1	0%	-24%	21%	2.9%	-21%	-5%	3%	-6%	3	-6%	-4%
24	CC1(c2ccc3c(c2)OCCO3)NC(=O)N(CC(=O)Nc2ccccc2SCC#N)C1=O (stereo not given)	2%	-14%	-22%	0.3%	7%	27%	16%	-2%	-2	5%	-2%
25	COc1ccc(N2CCN(S(=O)(=O)c3ccc4c(c3)NC(=O)CC(=O)N4)CC2)cc1	-1%	2%	-1%	-0.2%	14%	-3%	3%	2%	-2	-2%	0%
26	CC(=O)Nc1nn(C)c2nc3ccc(C)cc3cc12	146%[activator]	-2%	-1%	0.2%	-4%	-6%	-3%	0%	-3	4%	-6%
27	Clc1c2c(nc3ccccc13)CCC2	3%	-3%	-2%	-0.4%	-11%	2%	9%	-1%	-1	1%	-3%
28	COc1c(F)c(F)c(C(=O)Nc2ccc(N3CCN(Cc4ccccc4)CC3)cc2)c(F)c1F	-7%	-9%	-42%	0.2%	-32%[inhibitor]	-1%	/	-4%	18	7%	-4%
29	O=[N+]([O-])c1cccc(S(=O)(=O)c2cccc([N+](=O)[O-])c2)c1	0%	-1%	-18%	0.0%	0%	-1%	3%	2%	1	2%	-3%
30	COc1ccc(CNC(=O)c2ccc[nH]2)cc1	6%	-1%	0%	-0.2%	0%	-3%	/	-1%	0	4%	-2%
31	COc1ccc(C(=O)NCC(=O)OCc2nc(N)nc(Nc3ccccc3C)n2)cc1	8%	24%	-2%	0.2%	-4%	1%	-29%	0%	0	5%	0%
32	COC(=O)C(CC(C)C)NC(=O)c1cccs1 (stereo not given)	0%	-2%	-8%	-1.2%	-17%	-2%	1%	-1%	2	-1%	-2%
33	O=C(CSc1nnc(SCc2cccc3ccccc23)s1)N=Nc1c(O)[nH]c2ccccc12	/	2%	/	-0.6%	/	?	/	16%	1	4%	/
34	O=C(CC1S/C(=N/N=C/c2ccco2)NC1=O)Nc1ccccc1 (stereo not given)	-3%	-10%	-20%	0.0%	?	0%	-1%	-8%	-5	0%	0%
35	Cc1cc(Br)ccc1OCCN1CC(C)OC(C)C1 (stereo not given)	1%	-3%	1%	-0.5%	-7%	-1%	5%	-1%	1	2%	2%
36	COc1nc(-c2ccc(Cl)cc2)nnc1C	0%	4%	-14%	0.1%	6%	7%	-2%	6%	29	-1%	-7%
37	CCN(CC(=O)Nc1ccc(Br)cc1)C(=O)c1nc2nc(C)cc(C)n2n1	4%	-9%	-3%	0.3%	11%	-3%	-2%	5%	-1	2%	-3%
38	COc1ccc(C2=Nc3cccc4cccc(c34)N2)cc1	-2%	-11%	-30%	0.9%	-24%	-9%	11%	0%	-1	8%	-7%
39	CCOC(=O)c1ccc(N2C(=O)CC(C)(CC)CC2=O)cc1	3%	12%	47%	0.3%	-30%	5%	-6%	-1%	1	-5%	-4%
40	O=C(Nc1c2c(nn1-c1ccccc1)CS(=O)(=O)C2)c1ccco1	4%	-2%	-16%	0.1%	2%	-6%	-9%	7%	-2	2%	/
41	CCOc1cccc(-c2nnc(SCC(=O)Nc3cccc(OC)c3)n2N)c1	2%	-8%	1%	-0.5%	-12%[7.66 µM]	-1%	3%	0%	-1	2%	-2%
42	CCN(C[C@H]1N[C@@](CC)(C(=O)OC)[C@H]2C(=O)N(C)C(=O)[C@@H]12)S(=O)(=O)c1ccc(F)cc1	0%	8%	-5%	-1.7%	10%	13%	9%	0%	/	-1%	-11%
43	C/C=C\C=C/C(=O)Nc1cccc(C2=NOC3(C2)C[C@@H](C(N)=O)N(C(=O)CCCCC)C3)c1 (stereo not given in full)	4%	8%	-4%	-0.6%	-13%	-4%	2%	2%	-3	0%	/
44	COC(=O)c1ccc(CSc2nc3cc(Cl)ccc3s2)o1	-4%	5%	14%	0.1%	-14%	-7%	6%	4%	4	0%	2%
45	Cc1cccc(Oc2ccccc2NC(=O)C2=COCCO2)c1	-1%	-16%	2%	-0.7%	-17%	5%	-15%	0%	2	2%	1%
46	CC(=O)NCCc1nc2cc(NC(=O)Nc3ccccc3)ccc2n1C	2%	2%	34%	-0.1%	-3%	?	?	?	0	-2%	-1%
47	O=C(O)CCC1=C2c3ccccc3CCN2C(=O)CC1	6%	11%	2%	-0.1%	5%	6%	/	1%	-4	0%	-6%
48	Cc1c(C(=O)OCC(C)(C)CN(C)C)oc2ccccc12	1%	-2%	?	-0.3%	-26%	?	0%	?	1	-1%	-7%

From PubChem BioAssay
